GLS inh: inhibitors of human glutaminase (GLS); GLS enzymatic activity, qHTS titration; Potency, µM (doses to about 45.5 µM), inactives show at the highest dose activity change, negative = inhibition, usual class: inhibitors; 0.21% of 410,000 active; AID 624170
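hKGA in 45 mM KH2PO4 pH 8.2, 0.02% Tween-20 with pin-transferred compounds; 1 mM L-glutamine (stock) plus glutamate oxidase/HRP/Amplex Red coupling added. Fluorescence read initially and after 30 min at RT.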
RGS4 inh: blocks human RGS4-accelerated GTP hydrolysis | Transcreener GDP fluorescence polarization, RGS4-accelerated GTP hydrolysis | AID 504845 | 0.039% of 390,000 active | Potency, µM (highest dose often 114 µM), for the others: top-dose activity change, negative = inhibition, actives largely listed as inhibitors; further: nearly all actives have a fitted effect of over 75% in size; some results filed as inactive show a strong effect at the top dose
Target sequence (P49798 whole entry, looked up): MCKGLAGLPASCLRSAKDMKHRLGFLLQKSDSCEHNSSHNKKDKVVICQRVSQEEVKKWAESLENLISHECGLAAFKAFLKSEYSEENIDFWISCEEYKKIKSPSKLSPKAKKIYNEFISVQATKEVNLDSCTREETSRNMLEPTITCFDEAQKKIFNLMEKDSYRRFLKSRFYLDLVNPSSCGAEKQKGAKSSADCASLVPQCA
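MLSMR compounds (23 nl, pin-transferred) preincubated 10 min at room temperature with a 500nM (2x) first reagent, then RGS4 at 900nM (2x) plus Transcreener GDP mix added; fluorescence polarization (620/688 nm) read before and after 90 min at 30 °C.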
rTrxR1 inhibitor: inhibitors of rat thioredoxin reductase 1; 1% of 390,000 active; recombinant rTrxR1, NADPH fluorescence consumption, selenite substrate; Potency, µM (titrated, usually from 114 µM), for the others: at the top dose activity change, negative = inhibition, hits mostly inhibitors; AID 588453; further: nearly all actives have a fitted effect of over 65% in size
Target sequence (O89049 whole entry, looked up): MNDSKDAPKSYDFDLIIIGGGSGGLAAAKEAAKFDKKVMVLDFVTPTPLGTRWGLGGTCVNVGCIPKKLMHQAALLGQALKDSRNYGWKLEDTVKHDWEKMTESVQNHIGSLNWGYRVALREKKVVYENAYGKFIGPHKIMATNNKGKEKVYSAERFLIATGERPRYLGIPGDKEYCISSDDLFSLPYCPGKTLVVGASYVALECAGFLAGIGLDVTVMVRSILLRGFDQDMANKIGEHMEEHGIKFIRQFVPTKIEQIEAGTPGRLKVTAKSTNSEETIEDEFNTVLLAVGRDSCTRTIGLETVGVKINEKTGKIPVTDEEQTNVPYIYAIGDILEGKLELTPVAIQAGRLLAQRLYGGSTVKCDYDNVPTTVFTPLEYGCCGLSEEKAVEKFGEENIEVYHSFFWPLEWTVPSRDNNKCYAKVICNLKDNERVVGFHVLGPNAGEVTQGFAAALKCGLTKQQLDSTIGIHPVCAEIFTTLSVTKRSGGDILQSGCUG
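Rat TrxR1 (90 nM in the dispensed reagent) was pre-reduced with 400 uM NADPH for 5 min at room temperature, then incubated with compound for 15 min. After 400 uM selenite was added, NADPH fluorescence (Ex 340/Em 450 nm) was followed for 8 min.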
ALOX12 inh: ALOX12 (human) lipoxygenase inhibition; P18054; purified 12hLO, xylenol orange hydroperoxide absorbance; Potency, µM (top dose mostly 108 µM), inactives show at the top dose activity change, negative = inhibition, most hits filed as inhibitors; 1.1% of 580,000 active
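Hydroperoxide product was detected by ferrous iron/xylenol orange as the 573 to 405 nm absorbance ratio. Arachidonic acid at 40 uM (final) was turned over for 30 min at room temperature by 150 nM human 12hLO, pH 7.0 Hepes buffer, after 15 min compound preincubation.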
An asterisk follows results filed as active; i = inactive; ? = inconclusive; / = no result given; & = joins results of further samples; ! = not active in a repeat; [ ] = dose if it differs, or a comment. The call rests on the fitted dose curve; in most records, active means well fitted curve in the direction sought with a large enough effect; inconclusive means small, poorly fitted or top-dose-only effect, or another doubt; inactive means no such curve, though single readings can be large; an effect the other way counts as inactive or inconclusive. On the % scale 0 is the no-effect control and ±100 the full control effect; potency means the concentration at half of the fitted maximal effect. A portion of the library (hit frequency here may not be typical).

The line under a structure holds: GLS inh	RGS4 inh	rTrxR1 inhibitor	ALOX12 inh
Cc1ccc(-n2nnnc2C2(NC(C)C)CCCCC2)cc1
 : /	/	/	4.6%
COc1cccc(CC(=O)N2CCN(C(C)C(=O)NC(N)=O)CC2)c1 (stereo not drawn)
 : /	/	/	2.4%
O=C(c1cnccn1)N1[C@H]2CC[C@@H]1c1cnc(-c3ccc(F)cc3)nc1C2
 : /	/	/	13.5%
CN(C)[C@@H]1C(=O)C(C(N)=O)=C(O)[C@@]2(O)C(=O)C3=C(O)c4c(O)cccc4[C@@](C)(O)[C@H]3C[C@@H]12
 : /	/	/	?
COc1ccc(OC)c(S(=O)(=O)NC[C@H]2C[C@@H]3CCN2C[C@@H]3c2cc(-c3ccco3)nc(C)n2)c1
 : /	/	/	?
COc1cc2c(cc1CCc1ccccc1)N(C(=O)C1CCC(C)CC1)CC21CCN(C(C)=O)CC1 (stereo not drawn)
 : /	/	/	-10.7%
NC(=O)CN1CC(O)CC1=O (stereo not drawn)
 : 3.8%	4.6%[56.9 µM]	12.5%&15.8%[57.1 µM]	/
O=C1CS[C@@H](c2ccccc2Cl)c2cc(Cl)ccc2N1
 : /	i	/	13.8%
c1ccc([C@H]2CNCc3ccccc32)cc1
 : /	/	/	126.8%[activator]
CC(C)(c1ccc(OCC2CO2)cc1)c1ccc(OCC2CO2)cc1 (stereo not drawn)
 : /	i	/	?
C[C@]12CCC3C(CC[C@H]4C[C@H](O)CC[C@]34C)[C@@H]1CC[C@@H]2C(=O)CO (stereo partly drawn)
 : /	310.0%[activator][56.9 µM]	/	-7.6%
CC[C@H](C)[C@H](NC(=O)[C@H](CCCN=C(N)N)NC(=O)[C@H](CCCN=C(N)N)NC(=O)[C@H](CC(C)C)NC(=O)[C@H](Cc1ccccc1)NC(=O)CNC(=O)CNC(=O)[C@@H](N)Cc1ccc(O)cc1)C(=O)N[C@@H](CCCN=C(N)N)C(=O)N1CCC[C@H]1C(=O)N[C@@H](CCCCN)C(=O)N[C@@H](CC(C)C)C(=O)N[C@@H](CCCCN)C(=O)O
 : /	?	/	1.2%[12.5 µM]
COc1ccc(CNC(=O)/C=C\c2ccc3[nH]cc(CCN(C)C)c3c2)cc1
 : /	/	/	0.0%
C=CCN1C[C@H](C)N([C@@H](c2ccccc2)c2ccc(C(=O)N(CC)CC)cc2)C[C@H]1C
 : /	i	/	193.4%[activator]
c1ccc(CN2CCC3(CCc4ccccc43)CC2)cc1
 : /	?	/	6.8%&0.0%
CC(C)C[C@H]1C(=O)N2CCC[C@@H]2[C@]2(O)O[C@](NC(=O)[C@@H]3C=C4c5cccc6[nH]c(Br)c(c56)C[C@H]4N(C)C3)(C(C)C)C(=O)N12
 : /	-153.7%[56.9 µM]	/	?
Oc1ccc2c3c1O[C@H]1c4c(c5ccccc5n4Cc4ccccc4)C[C@@]4(O)C(C2)N(CC2CC2)CC[C@]314
 : /	i	/	-24.6%
CN1[C@@H]2CC[C@H]1CC(OC(c1ccc(F)cc1)c1ccc(F)cc1)C2 (stereo partly drawn)
 : /	409.8%[activator][56.9 µM]	/	0.0%
CCC1CN2CCC1CC2C(O)c1ccnc2ccccc12 (stereo not drawn)
 : /	i	/	10.8%
CC(C(=O)OC1CC2CCC(C1)N2C)c1ccc(Br)cc1 (stereo not drawn)
 : /	?	/	6.2%
CN1CCCCC1c1cccnc1 (stereo not drawn)
 : /	37.7µM*	/	12.4%
CS(=O)(=O)Nc1ccc(Cc2noc(-c3ccc4[nH]cc(CCN)c4c3)n2)cc1
 : /	/	/	2.6%&192.1%
O=C(O)/C=C/CO
 : /	i	/	2.9%&2.5%
CCC(Sc1ccccc1)C(=O)OC1CC2CCC(C1)N2C (stereo not drawn)
 : /	i	/	?
Oc1cc2c(cc1O)[C@H]1c3ccccc3CN[C@H]1CC2
 : /	240.0%[activator][56.9 µM]	/	11.2µM*!
C=CCN1C[C@H](C)N([C@H](c2ccc(C(=O)N(CC)CC)cc2)c2cccc(O)c2)C[C@H]1C
 : /	-151.2%[56.9 µM]	/	0.0%
C/C(=C\[C@@H](N)C(=O)O)CP(=O)(O)O
 : /	-85.4%[56.9 µM]	/	?
CC1=C2CC3C(CC=C4C[C@@H](O)CC[C@@]43C)[C@@H]2CC[C@]12O[C@@H]1C[C@H](C)CN[C@H]1[C@H]2C (stereo partly drawn)
 : /	340.0%[activator][56.9 µM]	/	3.9%
N[C@H](CCP(=O)(O)O)C(=O)O
 : /	i	/	3.55µM*!
CCCCC[C@@H](/C=C/C=C\C/C=C\C/C=C\CCCC(=O)O)OO
 : /	?	/	-1.9%[2.23 µM]

A different layout for part of the listing above:
Structure | GLS inh | RGS4 inh | rTrxR1 inhibitor | ALOX12 inh
CC(C)C[C@H]1C(=O)N2CCC[C@@H]2[C@]2(O)O[C@](NC(=O)[C@@H]3C=C4c5cccc6[nH]c(Br)c(c56)C[C@H]4N(C)C3)(C(C)C)C(=O)N12 | / | -153.7%[56.9 µM] | / | ?
Oc1ccc2c3c1O[C@H]1c4c(c5ccccc5n4Cc4ccccc4)C[C@@]4(O)C(C2)N(CC2CC2)CC[C@]314 | / | i | / | -24.6%
CN1[C@@H]2CC[C@H]1CC(OC(c1ccc(F)cc1)c1ccc(F)cc1)C2 (stereo partly drawn) | / | 409.8%[activator][56.9 µM] | / | 0.0%
CCC1CN2CCC1CC2C(O)c1ccnc2ccccc12 (stereo not drawn) | / | i | / | 10.8%
CC(C(=O)OC1CC2CCC(C1)N2C)c1ccc(Br)cc1 (stereo not drawn) | / | ? | / | 6.2%
CN1CCCCC1c1cccnc1 (stereo not drawn) | / | 37.7µM* | / | 12.4%
CS(=O)(=O)Nc1ccc(Cc2noc(-c3ccc4[nH]cc(CCN)c4c3)n2)cc1 | / | / | / | 2.6%&192.1%
O=C(O)/C=C/CO | / | i | / | 2.9%&2.5%
CCC(Sc1ccccc1)C(=O)OC1CC2CCC(C1)N2C (stereo not drawn) | / | i | / | ?
Oc1cc2c(cc1O)[C@H]1c3ccccc3CN[C@H]1CC2 | / | 240.0%[activator][56.9 µM] | / | 11.2µM*!
C=CCN1C[C@H](C)N([C@H](c2ccc(C(=O)N(CC)CC)cc2)c2cccc(O)c2)C[C@H]1C | / | -151.2%[56.9 µM] | / | 0.0%
C/C(=C\[C@@H](N)C(=O)O)CP(=O)(O)O | / | -85.4%[56.9 µM] | / | ?

Carrying on:
The line under a structure holds: GLS inh	RGS4 inh	rTrxR1 inhibitor	ALOX12 inh
CCN1C[C@]2(COC(=O)c3ccccc3N3C(=O)CC(C)C3=O)CC[C@H](OC)[C@@]34C5C[C@@H]6[C@@H](OC)C[C@@](O)(C5[C@H]6OC)[C@](O)([C@@H](OC)C23)[C@@H]14 (stereo partly drawn)
 : /	?	/	?
C[N+]1(C)CCc2cc3c(cc2C1C1OC(=O)c2c1ccc1c2OCO1)OCO3 (stereo not drawn)
 : /	/	3.6%	0.0%
C[C@@H]1O[C@@H](O[C@@H]2C=C3CC[C@@H]4[C@@H](CC[C@]5(C)[C@H](c6ccc(=O)oc6)CC[C@@]45O)[C@@]3(C)CC2)[C@H](O)[C@H](O)[C@H]1O
 : /	/	9.3%	-2.7%[57.4 µM]
S=C(NCCc1ccccc1)N1Cc2cc(-c3ccccc3)ccc2-n2nncc2C1
 : 4.0%	/	/	?
C/C=C1\NC(=O)[C@H](C)NC(=O)[C@@H](NC(=O)[C@H](Cc2ccc(O)cc2)NC(=O)[C@@H](NC(=O)/C(C)=C/C)C(C)C)[C@@H](C)OC(=O)[C@H](CCCc2ccc(O)cc2)NC(=O)[C@@H](CCC(=O)O)NC1=O
 : 20.3%	/	/	-2.9%
O=[N+]([O-])c1ccc([As](=O)(O)O)cc1
 : 15.3%	/	/	-4.7%[22.9 µM]
CC(C)(C)C(=O)N1Cc2cc(N3CCOCC3)ccc2-n2nncc2C1
 : 12.0%	/	/	-29.0%
O=C1NCN(c2ccccc2)C12CCN(C(c1ccnc3ccccc13)c1nnnn1C1CCCC1)CC2 (stereo not drawn)
 : -9.0%	/	/	-12.0%
C#CC1(O)CCC2C3CCC4=CC(=O)CCC4(C)C3CCC21C (stereo not drawn)
 : 0.9%	/	/	-13.0%&135.6%
CCC(c1nnnn1-c1ccc(OC)cc1)N1CCC(n2c(=O)[nH]c3ccccc32)CC1 (stereo not drawn)
 : 3.2%	/	/	-8.5%

Remaining list, next part
Keys – A = GLS inh; B = RGS4 inh; C = rTrxR1 inhibitor; D = ALOX12 inh
> O=C1c2ccccc2-n2nnc(-c3ccccc3)c2C2c3ccccc3CCN12 (stereo not drawn)
  A: 5.9%; B: /; C: /; D: ?
> COc1ccc(-n2nnnc2C(CCc2ccccc2)N2CCC3(CC2)C(=O)NCN3c2ccccc2)cc1 (stereo not drawn)
  A: 9.6%; B: /; C: /; D: ?
> O=C(Cc1c(-c2ccccc2)nc2ccc(Br)cn12)N1CCCC1
  A: 9.3%; B: /; C: /; D: -45.6%
> CC(C)C(Br)C(=O)NC(N)=O (stereo not drawn)
  A: 6.3%; B: /; C: /; D: ?
> COc1cccc(C(c2nnnn2C2CCCC2)N2CCC3(CC2)C(=O)NCN3c2ccccc2)c1OC (stereo not drawn)
  A: -3.1%; B: /; C: /; D: -3.4%
> O=C1NCN(c2ccccc2)C12CCN(C(c1cc3ccccc3o1)c1nnnn1C1CCCC1)CC2 (stereo not drawn)
  A: -9.9%; B: /; C: /; D: -14.1%
> C=CCc1cc(OC)c(O)c(C(=O)NCCO)c1
  A: 59.2%[activator]; B: /; C: /; D: -21.1%[57.4 µM]
> COc1c(OP2(=S)OCC(C)(C)CO2)cnn(C2CCCCC2)c1=O
  A: -1.6%; B: /; C: /; D: -3.5%
> C=CCC1=C(C)C(OC(=O)C2C(C=C(C)C)C2(C)C)CC1=O (stereo not drawn)
  A: -13.6%[99.4 µM]; B: /; C: /; D: -7.0%[57.4 µM]
> COc1ccc2nc(-c3ccc(CN4CCC(n5c(=O)[nH]c6ccccc65)CC4)cc3)c(-c3ccccc3)nc2c1
  A: -2.3%; B: /; C: /; D: -36.2%
> Nc1ccc(Cl)cc1N
  A: -4.2%[99.4 µM]; B: /; C: /; D: ?
> Cc1ccccc1-c1ccc2c(c1)C1c3c(-c4ccccc4)nnn3-c3ccccc3C(=O)N1CC2 (stereo not drawn)
  A: 7.0%; B: /; C: /; D: ?
> O=C(CCc1ccccc1)N1Cc2cc(-c3cccc(F)c3)ccc2-n2nncc2C1
  A: -3.7%; B: /; C: /; D: ?
> O=c1[nH]c2ccccc2n1C1CCN(C(c2ccnc3ccccc23)c2nnnn2-c2ccc3c(c2)OCCO3)CC1 (stereo not drawn)
  A: 6.5%; B: /; C: /; D: ?
> CC(C)C[C@H]1COc2cc(N3CCN(C)CC3)ccc2S(=O)(=O)N1
  A: 2.7%; B: /; C: /; D: -24.6%
> COC(=O)CN(CCCl)P1(=O)OCCCN1CCCl (stereo not drawn)
  A: ?; B: /; C: /; D: -8.0%
> CCOC(=O)[C@]12Cc3ccccc3[C@H]1N(CCC(=O)OC)C(=O)c1ccccc12
  A: ?; B: /; C: /; D: ?
> CCC(c1nnnn1-c1ccc2c(c1)OCCO2)N1CCC2(CC1)C(=O)NCN2c1ccccc1 (stereo not drawn)
  A: 6.1%; B: /; C: /; D: ?
> CCCCn1nnnc1C(c1cccc(OC)c1OC)N1CCC2(CC1)C(=O)NCN2c1ccccc1 (stereo not drawn)
  A: 15.4%; B: /; C: /; D: -23.3%
> O=C1NCN(c2ccccc2)C12CCN(C(c1nnnn1Cc1ccccc1)C1CC1)CC2 (stereo not drawn)
  A: 14.8%; B: /; C: /; D: 0.0%
> O=C1NCN(c2ccccc2)C12CCN(C(c1ccccc1OC(F)(F)F)c1nnnn1Cc1ccccc1)CC2 (stereo not drawn)
  A: 7.0%; B: /; C: /; D: ?
> CCOC(=O)[C@]12Cc3cc(OC)ccc3[C@H]1N(CC(=O)OC)C(=O)c1cc(OC)ccc12
  A: ?; B: /; C: /; D: 0.8%
> CC(C)CN1Cc2cc(-c3cccc(F)c3)ccc2-n2nncc2C1
  A: 16.3%; B: /; C: /; D: ?
> COc1ccc(C(=O)OCC2CN2c2cccc([N+](=O)[O-])c2)cc1 (stereo not drawn)
  A: -8.2%; B: /; C: /; D: -6.3%

Compound activity: PubChem BioAssay, National Center for Advancing Translational Sciences (NCATS)
